DRD3 agonist = qHTS of D3 Dopamine Receptor Agonist: qHTS; D(3) dopamine receptor (Homo sapiens), P35462; D3R DiscoveRx beta-arrestin cells, luminescence, 90 min; max activation, %; 410,000 compounds, 0.58% hits; AID 652048, 2013; in the data active = max activation above about 30%; note: 0% is about no effect; mostly tested at two doses, the higher about 12 µM
Target sequence (P35462 whole entry, looked up): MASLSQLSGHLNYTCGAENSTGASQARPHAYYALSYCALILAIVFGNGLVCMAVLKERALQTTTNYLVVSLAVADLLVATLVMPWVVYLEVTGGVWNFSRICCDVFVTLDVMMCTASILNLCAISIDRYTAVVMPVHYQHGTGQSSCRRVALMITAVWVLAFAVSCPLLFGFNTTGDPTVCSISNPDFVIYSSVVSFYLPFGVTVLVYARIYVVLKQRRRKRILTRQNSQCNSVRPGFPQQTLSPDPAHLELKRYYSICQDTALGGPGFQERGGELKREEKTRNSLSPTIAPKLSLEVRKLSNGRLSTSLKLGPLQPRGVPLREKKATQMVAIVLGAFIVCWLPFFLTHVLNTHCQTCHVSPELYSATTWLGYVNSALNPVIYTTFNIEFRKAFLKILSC
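Agonist mode: compounds and dopamine controls were applied to plated cells for 90 min at 37 degrees C after an overnight attachment at 1500 cells/well. Luminescent read-out followed 30 - 60 minutes at room temperature with DiscoveRx detection reagent.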
TDP-43 yeast inh = qHTS of TDP-43 Inhibitors | AID 652104, 2013 | 410,000 compounds, 1.8% hits | TDP-43 expressing yeast growth rescue, BacTiter-Glo, 24 h | Potency, µM (top dose mostly 46.1 µM), for inactives: at the top dose growth rescue (activation), most hits filed as activators; note: potency is the fitted concentration of half-maximal effect; % of control where 0% means no effect; nearly all actives have a fitted effect of over 50% in size
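Growth rescue of TDP-43-toxic yeast measured as ATP luminescence (BacTiter-Glo). Cells grown to mid-log in raffinose, induced in galactose at OD600=0.02, exposed to compound 24 hr at 30 deg C.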
FUS yeast rescue = qHTS for Suppressors of FUS Proteinopathy: Primary screen using FUS-linked yeast assay; S. cerevisiae FUS-expressing, growth rescue, OD600, 24 h; Potency, µM (titrated, usually from 76.6 µM), for inactives: at the top dose growth rescue (activation), hits mostly activators; 390,000 compounds, 0.24% hits;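 note: potency is the fitted concentration of half-maximal effect; plate controls were DMSO vehicle for no effect and reference control for full effect; nearly all actives have a fitted effect of over 55% in size; some results filed as inactive show a strong effect at the top dose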
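Quantitative HTS measuring growth restoration of FUS-toxic yeast. Galactose-induced cells (OD 0.005) were exposed 24hr at 30C to compounds at several concentrations, then absorbance at 600 nm was recorded.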
EPAC2 ag = qHTS for Agonist of cAMP-regulated guanine nucleotide exchange factor 4 (EPAC2): primary screen | 360,000 compounds, 0.079% hits | EPAC2 activation, biochemical qHTS; response scale: 100% = 6.5 mM cAMP response | Rap guanine nucleotide exchange factor 4 (Homo sapiens), Q8WZA2 | Potency, µM (doses to about 154 µM), inactives show at the highest dose activation, usual class: activators; note: potency is the fitted concentration of half-maximal effect; nearly all actives have a fitted effect of over 50% in size
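qHTS, titration series. 100 nM EPAC2 / 250 nM Rap1B-BODIPY-GDP / 50 uM GDP; RT; ex 480/em 540 nm, 5-min reads to 30 min. Norm. to 6.5 mM cAMP = activation.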
DRD3 antagonist = qHTS of D3 Dopamine Receptor Antagonist: qHTS; D(3) dopamine receptor (Homo sapiens), P35462; D3R cells, DiscoveRx beta-arrestin luminescence, antagonist mode; hits give low values; max response, negative = inhibition, %; 360,000 compounds, 2.5% hits; AID 652054, 2013; in the data active = max response below about -50%; inconclusive = no clear call, values can overlap the other calls; note: % is set by controls: 0 for no effect and ±100 for the full control effect; mostly tested at two doses, the higher about 12 µM
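Cells expressing the human receptor were seeded at 1500 cells/well, incubated overnight at 37 degrees C in 5% CO2, then exposed to library compounds with dopamine controls for 90 minutes at 37 degrees C before luminescent detection.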
aSyn rescue = qHTS of alpha-syn Inhibitors; Yeast expressing alpha-synuclein, growth rescue, BacTiter-Glo, 24 h; Potency, µM (doses to about 46.1 µM), inactives show top-dose growth rescue (activation), hits mostly activators; 370,000 compounds, 0.14% hits; note: potency is the fitted concentration of half-maximal effect; % of control where 0% means no effect; nearly all actives have a fitted effect of over 65% in size
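Rescue of yeast growth: cells expressing toxic alpha-synuclein, induced in galactose at OD600 0.02, incubated with compound 24 h at 30 C. ATP luminescence quantified growth; inhibitors of toxicity appear as activators.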
Abeta rescue = qHTS for compounds that reverse cellular toxicity of Amyloid beta (A-beta) peptide in yeast: Primary Screen; yeast expressing A-beta42, growth rescue, OD600, 48 h; response scale: 0% DMSO, 100% iron-clioquinol control; Potency, µM (top dose mostly 46.1 µM), without a hit: at the top dose growth rescue, hits mostly activators; 410,000 compounds, 0.063% hits; AID 1347071, 2019; note: potency is the fitted concentration of half-maximal effect; nearly all actives have a fitted effect of over 55% in size
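Yeast growth medium received pinned compounds, then yeast cells expressing toxic A-beta were added; plates incubated at 30 C for 48 hr. Growth read as absorbance at 600 nm, normalized to DMSO and equimolar FeCl3 plus clioquinol controls.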
EPAC2 antagonist = qHTS for Antagonist of cAMP-regulated guanine nucleotide exchange factor 2 (EPAC2): primary screen; Rap guanine nucleotide exchange factor 4 (Homo sapiens), Q8WZA2; EPAC2 GEF exchange of Rap1B-BODIPY-GDP, fluorescence; Potency, µM (series often up to 114 µM), for the others: top-dose activity, negative = inhibition, hits mostly inhibitors; 360,000 compounds, 0.18% hits; AID 720708, 2013; note: potency is the fitted concentration of half-maximal effect; % is set by controls: 0 for no effect and ±100 for the full control effect; nearly all actives have a fitted effect of over 45% in size; many of its hits are not listed in these tables
* hit, by the source's call; ? = inconclusive; . = no result given; & = joins results of further samples; [ ] = remark or other dose. Unless noted, calls come from the whole dose curve; as a rule, active = well fitted curve in the direction sought with a large enough effect; inconclusive = small, poorly fitted or top-dose-only effect, or another doubt; inactive = no such curve, though single readings can be large; an effect the other way counts as inactive or inconclusive. Only part of the results is shown; count on the stated rates, not on these rows.

SMILES | DRD3 agonist | TDP-43 yeast inh | FUS yeast rescue | EPAC2 ag | DRD3 antagonist | aSyn rescue | Abeta rescue | EPAC2 antagonist
COc1cc(/C=N/NC(=S)NCCN2CCOCC2)ccc1O | -2 | 16% | . | 4% | -3 | -10% | 11% | 0%
N#C/C(=C(/O)CN1CCCCC1)c1nc(-c2ccc(Cl)cc2)cs1 | -5 | -18% | 7% | -4% | -4 | -11% | 4% | 0%
O=C1C(c2ccc(F)cc2)N(Cc2ccccc2Cl)C(=O)CN1C1CCCCC1 (stereo unspecified) | -5 | 0% | 31% | . | . | . | -12% | .
Cc1ccc(N(C(=O)c2snc(C(N)=O)c2N)C(C(=O)NCC2CCCO2)c2c[nH]c3ccccc23)cc1 (stereo unspecified) | 11 | 2% | 33% | 4% | 8 | 4% | -1% | -6%
CCc1ccc(C(=O)c2cn(CC(=O)Nc3ccc(F)c(F)c3)c3cc(OC)c(OC)cc3c2=O)cc1 | 0 | -8% | ? | . | . | . | -5% | .
Cc1cc(C)c(S(=O)(=O)CCC(C)C)c(=O)[nH]1 | -5 | -10% | -5% | 4% | 13 | 2% | -5% | 1%
CCOC(=O)C1=CN(C)CCC1=O | 4 | 10% | -19% | 8% | -14 | -5% | -10% | -4%
O=C(O)CCCCCN1C(=O)C2CCCCC2C1=O (stereo unspecified) | 3 | 0% | -13% | 0% | 2 | 1% | -1% | 17%
Cc1ccc(S(=O)(=O)N2CCN(C(=O)c3cc(C4CC4)nc4c3cnn4C(C)C)CC2)cc1 | -4 | -9% | ? | 16% | -2 | 4% | -17% | 3%
COc1ccc(N(CC(=O)Nc2ccccc2C)S(=O)(=O)c2c(C)[nH]c(=O)[nH]c2=O)cc1 | 0 | 5% | -18% | 6% | 20 | -5% | 7% | 8%
CC1(C(=O)N2CCN(c3ccccc3)CC2)CC1(Cl)Cl (stereo unspecified) | 6 | . | 12% | 4% | 55 | 3% | 14% | 0%
Cc1ccc(CN2CCCN(Cc3c(C)cc(C)cc3C)S2(=O)=O)cc1 | 1&6 | 21%&7% | -5%&29% | 12% | -9 | 3% | 1%&10% | 3%
COc1cc(C2C(C(=O)c3cccs3)=C(O)C(=O)N2Cc2ccco2)cc(OC)c1OC (stereo unspecified) | -1 | 7% | . | -5% | -6 | 0% | 6% | -2%
Cc1noc(C)c1S(=O)(=O)NCCc1ccc(S(N)(=O)=O)cc1 | 0 | -8% | 8% | 1% | 12 | 5% | 19% | 0%
CC/C(=N\NC(=O)OC)c1ccc(OC(F)F)cc1 | 0 | 5% | -21% | 19% | -18 | -6% | 1% | -5%
Cn1c(Cn2c(C(F)(F)F)nc3ccccc32)nc2ccccc21 | -5 | 0% | -12% | -16% | 39 | 0% | 15% | 2%
O=C(c1cc2nc(C3CC3)cc(C(F)F)n2n1)N1CCOCC1 | 3 | 5% | -17% | 1% | -2 | 0% | 6%[9.22 µM] | 1%
COc1ccc(NC(=O)CN(C)C(=O)c2ccc(-c3cccc(C(F)(F)F)c3)o2)cc1 | -12 | 2% | 21% | -5% | -24 | 5% | 8% | 2%
CC(C)C(=O)N1CCC1(C)C(=O)Nc1cc(-c2ccccc2)nn1C (stereo unspecified) | -9 | -2% | 14% | -5% | 0 | 2% | -2% | 9%
Cc1ccc(NS(=O)(=O)c2ccc3c(c2)NC(=O)CCS3)cc1F | -4&3 | -12%&1% | -18%&12% | -1% | 6 | -2%&1% | 13%&-9% | 1%
Cc1nc(NCCCn2ccnc2)c2ccccc2n1 | 16 | -18% | -6% | 3% | 9 | -1% | 19% | -5%
O=C(COC(=O)C1CC1)Nc1c(Cl)cccc1C(F)(F)F | 0 | 23% | -6% | 2% | -28 | 6% | 30% | -6%
CC(C)Sc1nc(-c2ccccc2)cc(=O)[nH]1 | 0 | 0% | 2% | 1% | -12 | -1% | 1% | 13%
O=C(Cc1ccc(S(=O)(=O)N2CCOCC2)s1)Nc1cc(C(F)(F)F)cc(C(F)(F)F)c1 | -9 | 15% | 41% | 0% | -12 | -11% | 8% | -22%
Cc1ccc(C(=O)Nc2nc(-c3nnn(-c4cccc(Cl)c4C)c3C)ns2)cc1C | -1 | 4% | 1% | . | . | . | -12% | .
COC(=O)c1c(-c2ccccc2)csc1NC(=O)CSc1ncnc2sc(C)c(C)c12 | 4 | 7% | -36% | -3% | 4 | 7% | 29% | -2%
CCCn1c(=O)[nH]c(=O)c2c1nc(-c1cccs1)n2CCOC | 3 | 14% | -11% | 13% | 7 | -1% | -15% | -6%
CC1=C(C(=O)N2CCOCC2)CC(CC(=O)NC2CCCCC2)C(=O)N1Cc1ccc(F)cc1 (stereo unspecified) | 1 | 22% | -21% | 11% | -17 | -2% | -18% | 1%
CCN(C(=O)c1cn(-c2ccc(OC)cc2)c(=O)c2ccccc12)c1cccc(Cl)c1 | -8 | 4% | ? | . | . | . | -33% | .
CCOc1ccccc1N(CC(=O)N1CCOCC1)S(=O)(=O)c1ccc(SC)cc1 | 5 | ? | 21% | 15% | 2 | -2% | 5% | -4%
Cc1ccccc1NC(=O)c1csc2c1CCCC2 | -17 | -4% | 23% | 12% | -19 | 1% | -6% | -3%
Cc1cc(C)c(C(=O)CSc2nc(C)cc(C)c2C(N)=O)c(C)c1 | -6 | 4% | -1% | 0% | 4 | 0% | 14% | -1%
Cc1c(N=C/C=C2/N(C)c3ccccc3C2(C)C)c(=O)n(-c2ccccc2)n1C | -1&-2 | 20%&-4% | -1% | 0%&-1% | 9&-8 | -1%&-4% | 0%&-3% | 4%&14%
CCOC(=O)c1c(C)[nH]c(C)c1S(=O)(=O)N(C)CC(=O)NCc1cccc(C)c1 | 0 | -14% | 20% | 9% | -2 | 9% | -10% | 5%
CC(NC(=O)CN1C(=O)COc2ccc(S(=O)(=O)N3CCCCCC3)cc21)c1ccccc1 (stereo unspecified) | 2 | 18% | 14% | . | . | . | -7% | .
CCN(C(=O)Cc1c(C(=O)O)n(C)c2ccccc12)c1cccc(C)c1 | 3 | 21% | 10% | 1% | 17 | -2% | 7% | -1%

Profiles as entered above. Screens in order: DRD3 agonist, TDP-43 yeast inh, FUS yeast rescue, EPAC2 ag, DRD3 antagonist, aSyn rescue, Abeta rescue, EPAC2 antagonist
CCc1ccc(C(=O)c2cn(CC(=O)Nc3ccc(F)c(F)c3)c3cc(OC)c(OC)cc3c2=O)cc1 in the list: 0, -8%, ?, ., ., ., -5%, .
COC(=O)c1c(-c2ccccc2)csc1NC(=O)CSc1ncnc2sc(C)c(C)c12 in the list: 4, 7%, -36%, -3%, 4, 7%, 29%, -2%
N#C/C(=C(/O)CN1CCCCC1)c1nc(-c2ccc(Cl)cc2)cs1 in the list: -5, -18%, 7%, -4%, -4, -11%, 4%, 0%

Remaining list, next part.
SMILES | DRD3 agonist | TDP-43 yeast inh | FUS yeast rescue | EPAC2 ag | DRD3 antagonist | aSyn rescue | Abeta rescue | EPAC2 antagonist
O=C1CSC(c2ccncc2)N1Cc1ccco1 (stereo unspecified) | 2 | -20% | 14% | 2% | 6 | -1% | -7% | 4%
CCOC(=O)c1c(C)c(C(=O)NC(C)COC)c(C)n1C (stereo unspecified) | 6 | -3% | 21% | 11% | 16 | 2% | 0% | 0%
Cc1onc(-c2ccccc2)c1C(=O)Nc1sccc1C#N | 4 | -2% | 6% | 7% | 20 | 10% | -7% | 2%
O=C1CCCc2c1[nH]c1ccc(Cl)cc21 | 4 | 16% | 11% | -10% | ? | -2% | 21% | -3%
Cc1[nH]c(C)c(S(=O)(=O)N2CCN(c3ccccc3)CC2)c1C(=O)N1CCCC1 | 6 | -11% | 0% | 1% | 0 | -3% | 4% | -6%
Nc1nc(-c2ccccc2)nn1C(=O)c1ccco1 | 3 | 7% | 4% | 11% | 7 | 0% | 8% | 7%
Cc1ccc(-c2c(C)sc(NC(=O)C3C4CCC(O4)C3C(=O)O)c2C(=O)OC(C)C)cc1 (stereo unspecified) | -5 | -5% | -13% | 8% | -16 | -18% | -6% | 2%
Cc1noc(/C=C/N(C)C)c1S(=O)(=O)N1CCC(C(=O)O)CC1 | 4 | 10% | -5% | -2% | -5 | -4% | -1% | 15%
O=C(CSc1nnc(NC(=O)c2ccc(F)cc2F)s1)NC1CCCC1 | 26 | 2% | -19% | 1% | 22 | -5% | 4% | 2%
COc1ccc(-c2cc(C(F)(F)F)nc(SCCC(=O)N3CCN(C)CC3)n2)cc1 | 1 | -4% | -25% | 3% | -3 | 7% | 15% | 0%
CC(=O)c1sc(N2C(=O)c3oc4ccccc4c(=O)c3C2c2ccc(C)cc2)nc1C (stereo unspecified) | 9 | -2% | 4% | . | . | . | 1% | .
Nc1nccc(/C=C/c2c(Cl)cccc2Cl)n1 | -18 | ? | -3% | 6% | -3 | 16% | -26% | -1%
COc1ccc(NC(=O)COC(=O)CCOc2ccccc2C)cc1Cl | -3 | -19% | 18% | 16% | 4 | 0% | 8% | -3%
CCCc1c(C)[nH]c2ccc(NC(C)=O)cc2c1=O | 12 | -11% | -6% | -10% | ? | -6% | 11% | 16%
Cc1ccc(OCC(=O)Nc2ccccc2-c2ccccc2)cc1 | -1 | 0% | 22% | 20% | 7 | -10% | -29% | -12%
c1coc(CNc2nc(N3CCCCC3)nc3ccccc23)c1 | -20 | -16% | 43% | 10% | ? | -1% | 4% | -8%
COc1cc(/C=C2\C(=N)N3N=C(S(C)(=O)=O)SC3=NC2=O)ccc1OCCOc1ccc(C)cc1 | 2 | 9% | -13% | -2% | 18 | 8% | -9% | -4%
CN1CCN(Cc2nc3ccccc3c(=O)n2Cc2nc(-c3ccccc3F)cs2)CC1 | 6 | 5% | . | 9% | 82 | 4% | 6% | -2%
Cc1ccc(NC(=O)CCn2c(=S)oc3ccccc32)cc1F | -3 | 1% | -1% | 0% | 31 | -15% | -19% | -2%
CCn1c(CSc2nc3ccccc3s2)nnc1SCC(=O)NCC(=O)OC | 5 | -5% | 5% | -3% | -13 | 7% | 15% | -1%

Screening results as filed in PubChem BioAssay.
